High-throughput results as filed in PubChem.
B2AR arrestin – qHTS assay of beta-arrestin-biased ligands of beta2-adrenergic receptor. Beta-2 adrenergic receptor (Homo sapiens), P07550. beta-arrestin recruitment to beta2AR, cell-based reporter. Potency, µM (top dose mostly 46.1 µM), for inactives: top-dose activation, usual class: activators. hit rate 0.02% among 330,000. AID 492947, 2010;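 note: potency is the fitted concentration of half-maximal effect; 0% = DMSO controls and full agonism = EC100 isoproterenol or metaproterenol; nearly all actives have a fitted effect of over 65% in size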
Target sequence (P07550 whole entry, looked up): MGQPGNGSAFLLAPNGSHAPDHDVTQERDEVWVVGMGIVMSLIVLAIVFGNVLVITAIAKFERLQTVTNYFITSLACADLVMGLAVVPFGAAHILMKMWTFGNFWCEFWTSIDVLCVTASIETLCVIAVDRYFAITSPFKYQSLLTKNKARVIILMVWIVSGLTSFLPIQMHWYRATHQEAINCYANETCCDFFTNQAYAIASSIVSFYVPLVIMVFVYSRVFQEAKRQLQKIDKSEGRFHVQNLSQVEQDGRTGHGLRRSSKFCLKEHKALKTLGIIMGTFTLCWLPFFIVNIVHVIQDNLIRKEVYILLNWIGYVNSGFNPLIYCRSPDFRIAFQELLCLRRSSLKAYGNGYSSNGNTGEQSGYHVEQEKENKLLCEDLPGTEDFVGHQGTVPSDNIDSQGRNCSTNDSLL
KCNH2 3.1 block – qHTS for Inhibitors of KCHN2 3.1: Mutant qHTS; U2OS KCNH2 3.1, thallium flux FluxOr; active compounds read low; hit rate 0.95% among 340,000; activity change, % (tested at about 1.8 µM);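 active = maximum activity change below -70%; inconclusive = maximum activity change from -70% to -50%; inactive = maximum activity change above -50%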;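 note: thallium influx rate constant from kinetic fluorescence after stimulation buffer; % is set by controls: 0 for no effect and ±100 for the full control effect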
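Normalized rate constant (relative to positive and negative DMSO controls) derived from a 2 min kinetic fluorescence read after stimulation; U2OS cells expressing the 3.1 isoform via virus at 1.77 x 10^8 /mL.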
CXXC DNA block – qHTS Fluorescence Polarization Assay for Inhibitors of MLL CXXC domain - DNA interaction; hit rate 0.037% among 290,000; MLL-CXXC / FITC-HOXA9 DNA fluorescence polarization; Potency, µM (doses to about 115 µM), for the others: at the highest dose activity change, negative = inhibition, hits mostly inhibitors; Histone-lysine N-methyltransferase 2A (Homo sapiens), Q03164; active = well fitted inhibition curve with a large enough effect in the polarisation, with a control signal flat, not every such curve was filed as active; inconclusive = small, poorly fitted or top-dose-only effect, or effect the other way, or a change in a side signal; inactive = no such curve, though single readings can be large or run the other way; the % refers to the polarisation; note: potency is the fitted concentration of half-maximal effect
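Steps: dispense CXXC domain solution (7 uM) → pin compounds or unlabeled HOX-A9 DNA control → 5 min ambient → add FLSN-HOX-A9 solution (50 nM) → spin → 30 min ambient → fluorescence polarization. Tris pH 7.5/NaCl/DTT/BSA buffer.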
Giardia kill – Small Molecules that selectively kill Giardia lamblia: qHTS; activity change, % at 7.66 µM, hits read low; Giardia lamblia trophozoite viability; hit rate 0.15% among 340,000; in the data active = activity change below about -80%; inconclusive = between about -30% and that limit;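 note: parasites exposed to compound for two days anaerobically before the ATP read; % is set by controls: 0 for no effect and ±100 for the full control effect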
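Viability, read as ATP luminescence: trophozoites at 100 cells/well, compound added, 48 hrs anaerobic at 37 deg C, then 15-30 min room-temperature development before reading.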
GALK inh – qHTS Assay for Inhibitors of Human Galactokinase (GALK) | Purified GALK, Kinase-Glo residual ATP luminescence | Potency, µM (doses to about 57.5 µM), for the others: at the top dose activity change, negative = inhibition, actives largely listed as inhibitors | AID 1868, 2009 | hit rate 0.007% among 270,000 | P51570; note: potency is the fitted concentration of half-maximal effect; % is set by controls: 0 for no effect and ±100 for the full control effect
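GALK at 5 nM final was combined with compound, 35 uM ATP and 100 uM galactose in HEPES pH8.0 with MgCl2 and DTT. The reaction ran one hour at room temperature before luminescent ATP detection.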
TRPV1 ag – HTS Assay for Compounds that Act as Agonists of the Vanilloid Receptor 1 | TRPV1-expressing cells, Fluo-8 calcium influx, agonist mode | Transient receptor potential cation channel subfamily V member 1 (Homo sapiens), Q8NER1 | activation, % at 8.33 µM | hit rate 0.19% among 320,000 | AID 540275, 2011; in the data active = activation above about 80%; inconclusive = between about 30% and that limit; note: 0% is about no effect
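Cells expressing TRPV1 were dye-loaded with Fluo-8 and read kinetically: 10 s baseline, 3 min after compound (agonist portion), then 2 min after EC20 capsaicin (allosteric enhancer portion). Calcium-bound dye fluorescence at 480/520 nm.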
PKM2 activator – qHTS Assay for Activators of Human Muscle isoform 2 Pyruvate Kinase | hit rate 0.34% among 260,000 | AID 1631, 2009 | Potency, µM (highest dose often 57.5 µM), inactives show at the highest dose activation, hits mostly activators | purified PKM2, Kinase-Glo ATP luminescence, activation; response scale: 0% is enzyme alone, no compound; note: potency is the fitted concentration of half-maximal effect; % is set by controls: 0 for no effect and ±100 for the full control effect; nearly all actives have a fitted effect of over 55% in size
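ATP formation by purified human PK-M2, quantified via coupled luciferase luminescence after 1 h at room temperature with 0.1 mM ADP and 0.5 mM PEP final.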
Coupling enz – qHTS Assay for Inhibitors of Fructose-1,6-bisphosphate Aldolase from Giardia Lamblia: Coupling assay counterscreen. coupling enzyme system counterscreen, AmpLite Red fluorescence. activity change, negative = inhibition, % at 58.2 µM, hits read low. AID 2472, 2010. hit rate 0.67% among 290,000; in the data active = activity change below about -30%; note: % is set by controls: 0 for no effect and ±100 for the full control effect
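Counterscreen of the coupled detection system alone, without aldolase: glyceraldehyde-3-phosphate coupling enzymes plus AmpLite Red readout. Compounds at 57.5 uM final, 10 min RT preincubation, 20 min RT reaction, fluorescence 525/598 nm.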
Menin MLL FP TR – qHTS Assay for Inhibitors Targeting the Menin-MLL Interaction in MLL Related Leukemias: Competition With Texas Red Labeled MLL-derived Mutant Peptide. O00255. Menin + Texas Red MLL mutant peptide, fluorescence polarization. Potency, µM (series often up to 61.6 µM), for the others: at the highest dose FP activity change, negative = inhibition, actives largely listed as inhibitors. hit rate 0.23% among 270,000. AID 1768, 2009; active = well fitted inhibition curve with a large enough effect in the polarisation, with a control signal flat, not every such curve was filed as active; inconclusive = small, poorly fitted or top-dose-only effect, or effect the other way, or a change in a side signal; inactive = no such curve, though single readings can be large or run the other way; the % refers to the polarisation; note: potency is the fitted concentration of half-maximal effect; % of control where 0% means no effect; many of its hits are not listed in these tables
Target sequence (O00255 whole entry, looked up): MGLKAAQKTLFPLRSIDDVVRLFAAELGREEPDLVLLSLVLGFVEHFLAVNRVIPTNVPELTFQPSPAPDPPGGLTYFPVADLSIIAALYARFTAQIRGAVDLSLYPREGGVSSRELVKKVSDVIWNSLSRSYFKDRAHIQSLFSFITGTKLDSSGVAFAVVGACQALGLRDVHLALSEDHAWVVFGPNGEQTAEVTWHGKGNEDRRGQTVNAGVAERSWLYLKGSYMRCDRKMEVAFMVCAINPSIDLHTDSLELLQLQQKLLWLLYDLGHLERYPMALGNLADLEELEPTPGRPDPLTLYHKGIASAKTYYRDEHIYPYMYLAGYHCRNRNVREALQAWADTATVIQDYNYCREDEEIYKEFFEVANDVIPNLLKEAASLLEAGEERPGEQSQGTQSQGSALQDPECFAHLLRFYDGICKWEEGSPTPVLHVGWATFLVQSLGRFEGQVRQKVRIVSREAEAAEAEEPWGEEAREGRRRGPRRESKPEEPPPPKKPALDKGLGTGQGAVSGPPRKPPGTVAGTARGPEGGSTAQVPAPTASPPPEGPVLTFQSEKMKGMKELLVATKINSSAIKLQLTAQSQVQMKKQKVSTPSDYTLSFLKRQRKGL
KCNH2 WT inh – qHTS for Inhibitors of KCHN2 3.1: Wildtype qHTS | Voltage-gated inwardly rectifying potassium channel KCNH2 (Homo sapiens), Q12809 | U2OS, BacMam KCNH2, thallium flux FluxOr; active compounds read low | activity change, % at 1.84 µM | hit rate 0.37% among 340,000 | AID 720551, 2013;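 active = maximum activity change below -70%; inconclusive = maximum activity change between -70% and -50%; inactive = maximum activity change above -50%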; note: % is set by controls: 0 for no effect and ±100 for the full control effect
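U2OS cells transduced with wild-type KCNH2 virus are loaded with FluxOr dye for 45 min, and thallium flux is measured in kinetic reads before and after stimulation buffer. Rate constants are normalized to DMSO controls.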
USP2a block – qHTS Assay for Inhibitors of Ubiquitin-specific Protease USP2a Using CHOP2 as the Reporter. AID 463254, 2010. hit rate 0.01% among 330,000. USP2 core, Ub-CHOP2 coupled fluorogenic reporter, 485/531. Ubiquitin carboxyl-terminal hydrolase 2 (Homo sapiens), O75604. Potency, µM (highest dose often 38.3 µM), for inactives: at the top dose activity change, negative = inhibition, hits mostly inhibitors;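 note: potency is the fitted concentration of half-maximal effect; plate controls were DMSO wells for no effect and full inhibition by NEM control for full effect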
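Deubiquitinase activity read as fluorescence (485/531 nm) after Ub-CHOP2 cleavage activates the enterokinase reporter on its substrate; USP2 core 10nM, Ub-CHOP2 and substrate 25nM each, 30min compound preincubation then 60min RT; data normalized to NEM, curves fitted.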
The depositor's hits bear a star. Unless noted, calls come from the whole dose curve; as a rule, active = well fitted curve in the direction sought with a large enough effect; inconclusive = small, poorly fitted or top-dose-only effect, or another doubt; inactive = no such curve, though single readings can be large; an effect the other way counts as inactive or inconclusive. Only part of the results is shown; the hit share may differ from the screen's.

How did O=C(CSc1nc2[nH]ncc2c(=O)[nH]1)N1CCCC1 do in these assays?
B2AR arrestin: -0.4%; KCNH2 3.1 block: -9; CXXC DNA block: 7%; Giardia kill: 3; GALK inh: 2%; TRPV1 ag: -4; PKM2 activator: -8%; Coupling enz: 5; Menin MLL FP TR: -11%; KCNH2 WT inh: 11; USP2a block: 1%

How did O=C(c1ccc(Cl)c(S(=O)(=O)N2CCCC2)c1)N1CCN(c2ccc(F)cc2)CC1 do in these assays?
B2AR arrestin: 0.0%; KCNH2 3.1 block: -9; CXXC DNA block: 2%; Giardia kill: 2; GALK inh: -7%; TRPV1 ag: 15; PKM2 activator: -6%; Coupling enz: 0; Menin MLL FP TR: inconclusive; KCNH2 WT inh: -6; USP2a block: -7%

How did NC(=O)c1ccc(NC(=O)COC(=O)c2cc(S(=O)(=O)N3CCOCC3)ccc2N2CCCCC2)cc1 do in these assays?
B2AR arrestin: -0.8%; KCNH2 3.1 block: -8; CXXC DNA block: -3%; Giardia kill: 2; GALK inh: -5%; PKM2 activator: 5%; Coupling enz: 0; KCNH2 WT inh: -6; USP2a block: 7%

What do the screens show for `COC(=O)c1c2c(nc3ccccc13)CCC2`?
B2AR arrestin: 3.0%; KCNH2 3.1 block: -1; CXXC DNA block: -4%; Giardia kill: 7; GALK inh: -2%; TRPV1 ag: 0; PKM2 activator: -1%; Coupling enz: -1; Menin MLL FP TR: 20%; KCNH2 WT inh: -4; USP2a block: 3%

What do the screens show for `O=C(c1ccccc1Cl)N1N=C(c2ccc(Br)cc2)CC1c1nc2ccccc2[nH]1` (stereo unspecified)?
B2AR arrestin: -0.1%; KCNH2 3.1 block: 5; CXXC DNA block: 10%; Giardia kill: -5; GALK inh: 5%; TRPV1 ag: -1; PKM2 activator: -10%; Coupling enz: 3; Menin MLL FP TR: inconclusive; KCNH2 WT inh: -3; USP2a block: 1%

What do the screens show for `COC(=O)c1sc(-c2ccc(Cl)cc2)cc1NC(=O)CSCC(=O)O`?
B2AR arrestin: -0.3%; KCNH2 3.1 block: 9; CXXC DNA block: -10%; Giardia kill: 8; TRPV1 ag: 1; PKM2 activator: -3%; Coupling enz: 11; KCNH2 WT inh: -2; USP2a block: 3%

What do the screens show for `Cn1ncc(C(=O)Nc2ccc(OC(F)(F)F)cc2)c1-n1cccc1`?
B2AR arrestin: 0.5%; KCNH2 3.1 block: 7; CXXC DNA block: -11%; Giardia kill: -8; TRPV1 ag: 7; PKM2 activator: -3%; Coupling enz: 0; KCNH2 WT inh: -4; USP2a block: -6%

How did Cc1cc(C(F)(F)F)c(C#N)c(SCC(=O)NC(C)(C)C)n1 do in these assays?
B2AR arrestin: -0.3%; KCNH2 3.1 block: inconclusive; CXXC DNA block: 16%; Giardia kill: -1; GALK inh: -1%; TRPV1 ag: 3; PKM2 activator: 1%; Coupling enz: 5; Menin MLL FP TR: 2%; KCNH2 WT inh: 10; USP2a block: 0%

What do the screens show for `NC(=O)c1ccsc1NC(=O)CSc1nc2ccccc2c(=O)n1CCCO`?
B2AR arrestin: -0.7%; KCNH2 3.1 block: 1; CXXC DNA block: 1%; Giardia kill: -7; GALK inh: 0%; TRPV1 ag: -7; PKM2 activator: 16%; Coupling enz: 2; Menin MLL FP TR: 21%; KCNH2 WT inh: -7; USP2a block: 0%

How did O=S(=O)(c1ccc(Oc2ccc(S(=O)(=O)N3CCOCC3)cc2)cc1)N1CCOCC1 do in these assays?
B2AR arrestin: 0.2%; KCNH2 3.1 block: 4; CXXC DNA block: 4%; Giardia kill: 2; GALK inh: 9%; TRPV1 ag: 12; PKM2 activator: -1%; Coupling enz: 1; Menin MLL FP TR: -5%; KCNH2 WT inh: -2; USP2a block: 3%

How did Cc1ccc(NS(=O)(=O)c2cccc(C(=O)NCC(c3cccs3)N3CCOCC3)c2)cc1 (stereo unspecified) do in these assays?
B2AR arrestin: -1.8%; KCNH2 3.1 block: -1; Giardia kill: 8; TRPV1 ag: 3; KCNH2 WT inh: 0; USP2a block: -2%

What do the screens show for `CC(=O)Nc1ccc(CN2CCCCCCC2)cc1`?
B2AR arrestin: 0.1%; KCNH2 3.1 block: -5; CXXC DNA block: -6%; Giardia kill: -4; GALK inh: 1%; TRPV1 ag: 4; PKM2 activator: 7%; Coupling enz: 9; Menin MLL FP TR: -11%; KCNH2 WT inh: 8; USP2a block: 4%

How did COc1cccc(CN2CCNC(=O)C2CC(=O)N2CCCCO2)c1OC (stereo unspecified) do in these assays?
B2AR arrestin: -0.2%; KCNH2 3.1 block: 12; CXXC DNA block: -7%; Giardia kill: -21; GALK inh: -2%; TRPV1 ag: -4; PKM2 activator: 0%; Coupling enz: -45*; Menin MLL FP TR: inconclusive; USP2a block: 2%

What do the screens show for `COc1cccc(/C=N/NC(=O)C(=O)N2CCCCCC2)c1O`?
B2AR arrestin: -0.2%; KCNH2 3.1 block: 10; CXXC DNA block: 4%; Giardia kill: -3; GALK inh: 3%; TRPV1 ag: 2; PKM2 activator: -3%; KCNH2 WT inh: 20; USP2a block: 0%

How did Nc1nc2ncc(-c3ccsc3)c(N)n2n1 do in these assays?
B2AR arrestin: -0.5%; KCNH2 3.1 block: -3; CXXC DNA block: 4%; Giardia kill: -6; GALK inh: 2%; TRPV1 ag: -3; PKM2 activator: -1%; Coupling enz: 1; Menin MLL FP TR: 0%; KCNH2 WT inh: 0; USP2a block: -1%

Results for O=C(CCN1C(=O)C2C3CCC(C3)C2C1=O)Nc1ccccc1C(F)(F)F (stereo unspecified) ?
B2AR arrestin: -0.3%; KCNH2 3.1 block: 5; CXXC DNA block: 0%; Giardia kill: 16; GALK inh: 0%; TRPV1 ag: 2; PKM2 activator: -4%; Coupling enz: 2; Menin MLL FP TR: -10%; KCNH2 WT inh: -15; USP2a block: 4%

What do the screens show for `CCOC(=O)C1=C(C)NC(C)=C(C(=O)OCC)C1C(=O)OCC(=O)N(CC)C1CCS(=O)(=O)C1` (stereo unspecified)?
B2AR arrestin: -0.1%; KCNH2 3.1 block: 29; CXXC DNA block: -2%; Giardia kill: -8; GALK inh: 2%; TRPV1 ag: -1; Coupling enz: 0; Menin MLL FP TR: -10%; KCNH2 WT inh: 0; USP2a block: -1%

How did COc1cc(CC(=O)OCC(=O)Nc2ccc(N3CCOCC3)cc2)cc(OC)c1OC do in these assays?
B2AR arrestin: -0.3%; KCNH2 3.1 block: -9; CXXC DNA block: 6%; Giardia kill: -15; GALK inh: 10%; TRPV1 ag: 0; PKM2 activator: 0%; Coupling enz: -1; Menin MLL FP TR: -15%; KCNH2 WT inh: -1; USP2a block: 1%

What do the screens show for `C=CCNc1nc(-c2ccccn2)nnc1-c1ccccc1`?
B2AR arrestin: -0.1%; KCNH2 3.1 block: -8; CXXC DNA block: -9%; Giardia kill: -4; GALK inh: 0%; TRPV1 ag: -2; PKM2 activator: -2%; Coupling enz: -1; Menin MLL FP TR: -10%; KCNH2 WT inh: -11; USP2a block: 0%

Results for CC1Cc2ccccc2N1C(=O)COC(=O)c1ccc(N(C)C)cc1 (stereo unspecified) ?
B2AR arrestin: 0.0%; KCNH2 3.1 block: -9; Giardia kill: 0; TRPV1 ag: 27; KCNH2 WT inh: 1; USP2a block: -2%

Results for O=C(NCc1cccs1)C1CCCN(c2nc3ccccc3o2)C1 (stereo unspecified) ?
B2AR arrestin: 0.2%; KCNH2 3.1 block: -3; CXXC DNA block: -1%; Giardia kill: -2; GALK inh: 1%; TRPV1 ag: inconclusive; PKM2 activator: -1%; Coupling enz: 8; Menin MLL FP TR: 14%; KCNH2 WT inh: -2; USP2a block: 0%

What do the screens show for `CCC1Oc2ccc(C)cc2N(CC(=O)NCCC2=CCCCC2)C1=O` (stereo unspecified)?
B2AR arrestin: -0.2%; KCNH2 3.1 block: -11; CXXC DNA block: 3%; Giardia kill: -8; GALK inh: 1%; TRPV1 ag: inconclusive; PKM2 activator: 4%; Coupling enz: -1; Menin MLL FP TR: inconclusive; KCNH2 WT inh: -3; USP2a block: -7%
